Screening results from PubChem BioAssay.
PME-1 inh – PME-1 (human) inhibition; AID 2130; 0.53% of 320,000 active; recombinant PME-1, FP-Rh probe fluorescence polarization; inhibition, % at 5.9 µM;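 active means inhibition above the campaign mean of all compounds plus 3 SD, cut at about 26% in these data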;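 further: competitive labeling of PME-1 active site by serine hydrolase directed probe; 0% = PME-1 with DMSO and 100% = wells lacking PME-1 enzyme; inhibitors block probe labeling so polarization falls and inhibition rises; many of its hits are not listed in these tables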
Fam108B inh – Fam108B inhibition, counter-screen for RBBP9 inhibitors; AID 1947; 0.33% of 300,000 active; inhibition, % at 9.51 µM; recombinant Fam108B, FP-Rh probe fluorescence polarization;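 active means inhibition above the screen mean inhibition plus 3 SD, computed separately per campaign, cut at about 18% in these data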;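 further: inhibitors lower polarization as less probe binds the enzyme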
pPAFAH FP inh – pPAFAH (human) enzyme inhibition. Q13093. recombinant pPAFAH, FP-rhodamine probe fluorescence polarization. inhibition, % at 3.39 µM. 1.5% of 330,000 active. AID 463082;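 active means inhibition above the mean inhibition across the screen plus 3 SD, cut at about 25% in these data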;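 further: inhibitors block binding of the rhodamine activity-based probe so polarization drops; 0% = enzyme with DMSO and 100% = wells lacking pPAFAH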
Target sequence (Q13093 whole entry, looked up): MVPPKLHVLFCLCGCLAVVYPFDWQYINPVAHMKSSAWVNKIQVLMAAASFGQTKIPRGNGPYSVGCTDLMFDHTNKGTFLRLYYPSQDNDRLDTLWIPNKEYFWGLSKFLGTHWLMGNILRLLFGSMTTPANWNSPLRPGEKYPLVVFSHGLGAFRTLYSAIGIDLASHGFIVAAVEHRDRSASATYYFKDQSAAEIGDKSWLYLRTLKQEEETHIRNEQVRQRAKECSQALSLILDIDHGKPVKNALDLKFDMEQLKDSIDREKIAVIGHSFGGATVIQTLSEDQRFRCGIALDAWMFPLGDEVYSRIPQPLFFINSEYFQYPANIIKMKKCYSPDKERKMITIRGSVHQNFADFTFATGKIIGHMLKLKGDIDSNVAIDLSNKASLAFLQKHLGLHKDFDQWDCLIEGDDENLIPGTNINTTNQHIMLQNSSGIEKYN
PAD4 FP inh – blocks human protein arginine deiminase 4 | inhibition, % at 6.36 µM | AID 485272 | 0.41% of 330,000 active | Q9UM07 | recombinant PAD4, RCA probe fluorescence polarization;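 active means percent inhibition above a cutoff equal to the mean of all tested compounds plus 3 SD, cut at about 15% in these data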;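 further: 0% = PAD4 with RCA probe and DMSO and 100% = probe without PAD4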
PAFAH1B3 inh – blocks human PAF acetylhydrolase 1B catalytic subunit 3; 0.28% of 340,000 active; recombinant PAFAH1B3, FP-rhodamine probe, fluorescence polarization; inhibition, % at 3.39 µM; Q15102;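 active means inhibition above the screen-wide average of all tested compounds plus 3 SD, cut at about 25% in these data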;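 further: 0% = enzyme with DMSO only and 100% = wells lacking PAFAH1B3 protein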
Target sequence (Q15102 whole entry, looked up): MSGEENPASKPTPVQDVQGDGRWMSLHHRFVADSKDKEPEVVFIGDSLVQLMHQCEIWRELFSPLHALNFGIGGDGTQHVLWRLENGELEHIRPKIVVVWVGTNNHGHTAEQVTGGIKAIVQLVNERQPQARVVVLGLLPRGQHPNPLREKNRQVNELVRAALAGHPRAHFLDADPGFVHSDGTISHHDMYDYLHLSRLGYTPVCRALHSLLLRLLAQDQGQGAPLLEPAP
GSTO1 inh – counter-screen for RBBP9 inhibitors: inhibitors of human GSTO1; P78417; recombinant GSTO1, activity-based probe fluorescence polarization; inhibition, % at 5.96 µM; 1.1% of 300,000 active;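 active means inhibition above the campaign mean inhibition plus 3 SD, cut at about 35% in these data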;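 further: 0% = GSTO1-1 with DMSO and 100% = wells lacking GSTO1-1 enzyme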
Target sequence (P78417 whole entry, looked up): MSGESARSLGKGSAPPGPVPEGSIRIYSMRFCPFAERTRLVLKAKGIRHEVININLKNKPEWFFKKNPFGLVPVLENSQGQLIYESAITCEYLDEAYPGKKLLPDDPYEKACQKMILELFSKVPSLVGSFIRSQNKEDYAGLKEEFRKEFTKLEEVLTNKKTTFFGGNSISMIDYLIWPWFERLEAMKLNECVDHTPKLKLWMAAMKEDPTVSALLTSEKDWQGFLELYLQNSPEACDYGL
PAFAH1B2 inh – blocks human PAF acetylhydrolase 1b catalytic subunit 2; P68402; recombinant PAFAH1B2, FP-rhodamine activity probe, fluorescence polarization; inhibition, % at 3.39 µM; 1.2% of 340,000 active;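 active means inhibition above the mean of all tested compounds plus 3 SD, cut at about 24% in these data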;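 further: 0% = enzyme with DMSO and 100% = wells lacking PAFAH1B2; many of its hits are not listed in these tables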
PAFAH2 inh – PAFAH2 (human) inhibition. Q99487. recombinant PAFAH2, FP-rhodamine activity probe, fluorescence polarization. inhibition, % at 3.39 µM. 0.99% of 340,000 active. AID 492956;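 active means inhibition above the mean over all tested compounds plus 3 SD, cut at about 30% in these data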;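 further: inhibitors block probe labeling of enzyme so polarization drops; 0% = enzyme with DMSO and 100% = wells lacking PAFAH2 protein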
LYPLA1 inh – LYPLA1 (human) inhibition in PME1 counter-screen; O75608; recombinant LYPLA1, FP-Rh probe fluorescence polarization; inhibition, % at 5.9 µM; 0.16% of 320,000 active; AID 2174;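 active means inhibition above the mean of all tested compounds plus 3 SD, set per campaign, cut at about 14% in these data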;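 further: inhibitors block serine hydrolase probe labeling of LYPLA1 so polarization falls; 0% = enzyme with DMSO and 100% = wells lacking LYPLA1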
* marks the source's active call; other numbers are inactive results; . = no result given. A portion of the library; count on the stated rates, not on these rows.

SMILES	PME-1 inh	Fam108B inh	pPAFAH FP inh	PAD4 FP inh	PAFAH1B3 inh	GSTO1 inh	PAFAH1B2 inh	PAFAH2 inh	LYPLA1 inh
COc1ccc(CNC(=O)Cn2ccc([N+](=O)[O-])n2)cc1OC	1	4	0	-2	6	-14	-1	2	-1
CCN1C(=O)C(NC(C)=O)c2cc(Br)ccc21 (centres undefined)	4	-5	0	-10	4	-5	4	0	-2
O=C(c1ccc([N+](=O)[O-])cc1)N1CCN(C2=NS(=O)(=O)c3ccccc32)CC1	3	-4	1	-6	6	-3	1	-11	2
O=[N+]([O-])c1ccccc1N/N=C\c1ccccc1Cl	2	2	-1	2	-7	-2	-5	-4	0
CCOc1ccccc1CN1CCNC(=O)C1CC(=O)N(C)CCc1ccccn1 (centres undefined)	-1	1	1	-4	4	-7	2	-5	2
COc1ccc(S(=O)(=O)N2CCOCC2)cc1NC(=O)COc1cccnc1[N+](=O)[O-]	10	1	11	0	8	4	2	11	1
COc1ccc(N(C)S(=O)(=O)c2cccc(C(=O)NC3=NCCS3)c2)cc1	3	-3	7	2	6	3	2	1	0
O=C(CN1CCN(C/C=C/c2ccccc2)CC1)NCc1ccccc1	2	3	1	2	0	7	3	0	-2
CC1=NNC(=O)C1C(c1ccccc1)C1C(=O)NN=C1C (centres undefined)	0	1	2	-13	.	23	.	.	-2
Cc1ccc(NC(=O)CCN2CCN(C/C=C/c3ccccc3)CC2)cc1C	1	-3	0	-2	-8	-1	3	0	2
COc1ccc(C(=O)Nc2ccccc2N2CCN(C(=O)C(C)C)CC2)cc1Cl	-3	-2	2	0	14	-2	2	-1	-4
O=C(N/N=C/c1ccc(OCC(=O)N2CCCCC2)cc1)c1ccccc1O	6	3	8	-2	0	2	2	-1	-2
CC(C)=CC(=O)Nc1ccc(OCc2ccccc2)cc1	4	-3	3	-11	6	-2	5	-3	-3
COc1cccc(CC(=O)NC2CCSc3ccccc32)c1 (centres undefined)	-7	-1	4	1	-2	2	-5	5	1
CC(OC(=O)c1ccco1)C(=O)NC1CCCCC1 (centres undefined)	-4	-1	0	4	7	14	2	4	0
COC(C(=O)Nc1ccc(S(=O)(=O)Nc2cccc3ccccc23)cc1)c1ccccc1 (centres undefined)	-14	-7	7	-4	2	-10	12	-21	-16
CC(=O)Oc1c(C)c(OC(C)=O)c2c(c1C(C)=O)OC1CC(=O)C(C(C)=O)=C(O)C21C (centres undefined)	2	3	7	5	1	8	-4	5	0
O=C(c1ccc2c(c1)OCO2)N1CCCc2ccccc21	1	1	1	-2	9	-3	5	3	4
Cc1nc2ccccc2nc1OCc1ccccc1	3	6	4	-7	10	0	3	-1	1
CC(C)CSC1=NSC2=NC(=O)/C(=C\c3ccccc3)C(=N)N12	-10	2	6	-4	0	-13	0	2	-6

Four compounds already listed, arranged by formula weight, rising.
SMILES	PME-1 inh	Fam108B inh	pPAFAH FP inh	PAD4 FP inh	PAFAH1B3 inh	GSTO1 inh	PAFAH1B2 inh	PAFAH2 inh	LYPLA1 inh
COc1ccc(CNC(=O)Cn2ccc([N+](=O)[O-])n2)cc1OC	1	4	0	-2	6	-14	-1	2	-1
CC(C)CSC1=NSC2=NC(=O)/C(=C\c3ccccc3)C(=N)N12	-10	2	6	-4	0	-13	0	2	-6
Cc1ccc(NC(=O)CCN2CCN(C/C=C/c3ccccc3)CC2)cc1C	1	-3	0	-2	-8	-1	3	0	2
O=C(N/N=C/c1ccc(OCC(=O)N2CCCCC2)cc1)c1ccccc1O	6	3	8	-2	0	2	2	-1	-2

Following part
SMILES	PME-1 inh	Fam108B inh	pPAFAH FP inh	PAD4 FP inh	PAFAH1B3 inh	GSTO1 inh	PAFAH1B2 inh	PAFAH2 inh	LYPLA1 inh
O=C(OCC(=O)c1ccc(Cl)cc1Cl)c1ccc2c(c1)C(=O)N(c1cccc3ncccc13)C2=O	-3	0	2	-4	-1	2	1	-9	2
CCCS(=O)(=O)N1CCC(C(=O)NC2CCCC(C)C2C)CC1 (centres undefined)	-4	4	0	-2	10	8	-1	-6	-8
N#Cc1ccc(OCC(=O)N(C2CCCCC2)C2CCS(=O)(=O)C2)cc1 (centres undefined)	2	.	1	1	6	.	5	-5	1
CCNC(=O)C1CCCc2c1[nH]c1ccc(Cl)cc21 (centres undefined)	1	6	3	-5	-4	6	2	3	-1
Oc1cc(OCc2ccccc2)ccc1-c1[nH]ncc1-c1ccccc1	-6	2	9	-1	1	-8	1	-4	-8
COc1ccc(NC(=O)C2CCCN(S(=O)(=O)c3ccc4c(c3)CCCN4C(C)=O)C2)cc1 (centres undefined)	1	1	14	3	2	4	3	5	-6
C=CCNC(=S)NS(=O)(=O)c1cccs1	1	2	-3	1	4	-2	7	4	-5
Cc1cc(NC(=O)CCC(=O)N(CC(=O)NCC2CCCO2)c2ccc(C(C)C)cc2)no1 (centres undefined)	0	0	6	-3	0	4	5	7	7
Cc1c(O)ccc2c(O)c(NC(=O)c3ccc4c(c3)CCC(C)(C)O4)c(=O)oc12	8	3	-1	-2	13	-2	1	8	-1
O=C(O)CCNC1CCCCC1	-4	-2	0	3	3	-2	0	-4	-3
Cc1[nH][nH]c(=O)c1C(c1ccc(N(C)C)c(Br)c1)c1c(C)[nH][nH]c1=O	5	2	1	-11	0	21	3	-2	0
Cc1cc(C)nc(N(C#N)Cc2ccccc2)n1	2	0	-2	3	5	6	0	7	1
O=C(Nc1cccc(C(=O)N2CCOCC2)c1)c1ccccc1Br	2	1	-1	0	10	-3	0	-3	0
Cc1ccccc1Nc1nnc(SCC(=O)c2c(N)n(C)c(=O)n(C)c2=O)s1	-7	-7	0	-4	18	0	-4	-4	-1
COc1cc(C2=NOC(C(=O)Nc3c(C)n(C)n(-c4ccccc4)c3=O)C2)cc(OC)c1OC (centres undefined)	5	1	-1	5	0	4	6	-1	0
CCc1ccc(OCC(=O)N(CC)CC)cc1	-1	-3	4	-3	9	0	4	-1	0
COCCn1c(Cc2ccccc2)nnc1SC(C)C(=O)NC1CC1 (centres undefined)	-5	.	-4	-3	6	.	-3	0	-2
COc1cc2nc(SCc3ccc(C(F)(F)F)cc3)n(Cc3cccs3)c(=N)c2cc1OC	0	3	14	1	4	7	2	-1	-7
COc1ccc(OC)c2[nH]c(=O)c(CCNC(=O)Cc3cccs3)cc12	7	4	8	-5	-3	2	0	13	4
CC(=O)c1sc(NC(=O)C(C)C)nc1C	-1	4	-3	-1	2	-5	2	-1	-2
Cc1c(Cl)c([N+](=O)[O-])nn1CC(=O)NCC1CCCO1 (centres undefined)	-2	1	-4	-6	2	-2	3	-2	0
CC(C(=O)NC1=NCCS1)N1C(=O)c2ccccc2C1=O (centres undefined)	0	3	-1	4	8	-4	7	1	-1
COc1ccc(OC)c(C2=NOC(C(=O)Nc3ccccc3SC)C2)c1 (centres undefined)	-3	-4	-1	-4	1	3	10	-8	-2
CCOc1ccc(CCNC(=O)C2CC(=O)N(Cc3ccc(C)cc3)C2)cc1OCC (centres undefined)	-3	7	-7	1	5	2	7	4	2
COc1ccc(C(=O)CSc2nncn2C)cc1	5	-3	5	-2	-1	2	7	2	2
CC(C)N(C(=S)NC1CCCCC1)c1ccccc1	5	5	1	3	.	0	.	.	3
Cc1nn(CCC#N)c2[nH]c(=O)cc(C(F)(F)F)c12	-6	-5	-1	-6	5	7	2	2	0
CCN1CCN(c2ccc(S(=O)(=O)N3CCOCC3)cc2NC(=O)c2cc(Cl)nc3ccccc23)CC1	-5	-2	6	0	5	5	-1	3	2
CCCCN(C(=O)c1cccc(-n2cccc2)c1)c1c(N)n(CCC)c(=O)[nH]c1=O	-5	4	7	4	11	0	1	5	-4
O=C(Nc1nccs1)c1ccc(F)c(S(=O)(=O)N2CCOCC2)c1	2	3	-1	-1	7	-1	2	-8	0
CCCn1c(N2CCN(Cc3cccc(C)c3)CC2)nc2c1c(=O)[nH]c(=O)n2C	-1	0	4	0	0	4	-4	0	5
O=C1c2ccccc2C(=O)C1c1ccc2ccccc2n1	0	-1	5	1	1	1	2	11	0
CCOc1ccccc1N(CC(=O)O)S(=O)(=O)c1ccccc1	0	0	-3	-1	1	0	1	-7	3
Cc1cc(=O)n2nc(N3CCCC(C(=O)NCc4ccccc4)C3)sc2n1 (centres undefined)	0	2	-1	1	3	10	-2	2	-1
Cc1ccccc1OCC(=O)Nc1cccc2nsnc12	-3	-2	1	-10	4	-4	2	-5	0
O=C1CC(N2CCC(c3nc4ccccc4o3)CC2)C(=O)N1c1cc(Cl)cc(Cl)c1 (centres undefined)	5	-3	5	0	8	-4	7	-1	-4
CC(C)n1c(SCc2cc(=O)[nH]c3ccccc23)nc2c1c(=O)n(C)c(=O)n2C	-2	-2	6	-1	3	2	1	-4	-2
Cc1onc(-c2ccccc2)c1C(=O)N1CC(C)OC(C)C1 (centres undefined)	-2	-3	3	-3	1	6	4	7	0
S=C(NCc1ccccc1)Nc1ccncc1	2	1	3	-5	-1	-1	4	3	-1
CCOC(=O)c1sc2nc(NC(=O)C3CCCCC3)sc2c1C	-2	-3	-5	-3	3	-2	2	6	-1
C/C(=N\NC(=O)Cc1c[nH]c2ccccc12)c1ccc2ccccc2c1	9	5	6	-5	2	-10	4	-3	-1
CC1CC(C)CN(c2oc(Cc3ccccc3)nc2C#N)C1 (centres undefined)	6	1	7	1	8	7	5	7	2
COc1ccc(NC(=O)C2CC(=O)N(c3ccccc3Cl)C2)c(OC)c1 (centres undefined)	4	1	0	-3	14	3	5	-1	0
COc1ccc(Cl)cc1NC(=S)N1CCN(C(=O)c2ccco2)CC1	-4	1	1	1	-1	10	3	-2	3
CC(=O)NCC(=O)OCC(=O)Nc1nc(-c2ccccc2)cs1	1	4	3	0	-5	1	1	-4	-1
COc1ccccc1-c1cc(C(F)(F)F)nc(NCc2cccs2)n1	-8	-5	4	0	-2	7	-1	-5	0
Cc1ccc(C2N=C(N)Nc3nc(=O)c4ccccc4n32)cc1 (centres undefined)	-2	-2	-1	-5	7	0	2	-5	-1
CCOC(=O)c1cc(S(=O)(=O)N2CCN(Cc3ccccc3)CC2)cn1C	1	-2	1	-1	2	-2	4	-3	2
O=C(NCCN1CCOCC1)C(=O)NCC1OCCN1S(=O)(=O)c1ccccc1 (centres undefined)	6	2	-2	-4	0	2	3	0	-1
Cc1noc(C)c1CSc1nc2sc(C)c(C)c2c(=O)n1-c1ccccc1	2	3	-3	-3	5	-13	-2	-11	4
O=S(=O)(NCCCCNS(=O)(=O)c1c(F)cccc1F)c1ccc2c(c1)OCCO2	5	.	3	-12	2	.	2	11	-1
O=C(C[C@@H]1C/C=C/CC[C@@H](Cc2ccc(F)cc2)C(=O)OC[C@H](Cc2ccccc2)NC1=O)N[C@H](CO)Cc1ccccc1	.	.	5	2	-1	.	8	-7	.
Cc1noc(C)c1COC(=O)C1CC(O)CN1S(=O)(=O)c1ccc(Cl)cc1 (centres undefined)	-5	3	2	-3	8	0	4	-1	4
O=C(Nc1ccccc1)C1CC=CCC1C(=O)OCC1CCCO1 (centres undefined)	-3	0	-6	3	-2	6	11	-8	2
CCOc1ccc(NS(=O)(=O)c2ccc(NC(=O)c3ccccn3)cc2)cc1	-5	.	24	-4	1	.	-4	5	-4
CCOC(=O)c1ccc(Nc2nnc(C)c3ccccc23)cc1	-17	2	2	-1	7	0	0	-4	1
